FXIa mix inh – blocks human factor XIa in pooled compound mixtures; P03951; purified FXIa, fluorogenic substrate; inhibition, % at 5 µM; 62,000 compounds, 0.19% hits; AID 680;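 further: each value is inhibition by a whole ten-compound pool holding the compound; 0% = enzyme with no mixture and 100% = wells lacking enzyme; strong numbers were not always called active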
Target sequence (P03951 19-387 limits assumed): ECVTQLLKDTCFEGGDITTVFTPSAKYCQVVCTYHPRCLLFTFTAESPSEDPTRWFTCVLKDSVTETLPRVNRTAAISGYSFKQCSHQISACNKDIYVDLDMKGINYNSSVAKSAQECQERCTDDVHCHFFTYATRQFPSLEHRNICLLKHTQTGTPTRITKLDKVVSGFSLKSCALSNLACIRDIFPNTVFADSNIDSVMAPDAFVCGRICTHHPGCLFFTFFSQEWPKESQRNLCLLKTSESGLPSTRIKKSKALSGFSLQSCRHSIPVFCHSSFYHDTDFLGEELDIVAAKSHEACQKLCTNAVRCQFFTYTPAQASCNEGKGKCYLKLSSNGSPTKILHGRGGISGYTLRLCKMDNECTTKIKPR
Target sequence (P03951 388-625 limits assumed): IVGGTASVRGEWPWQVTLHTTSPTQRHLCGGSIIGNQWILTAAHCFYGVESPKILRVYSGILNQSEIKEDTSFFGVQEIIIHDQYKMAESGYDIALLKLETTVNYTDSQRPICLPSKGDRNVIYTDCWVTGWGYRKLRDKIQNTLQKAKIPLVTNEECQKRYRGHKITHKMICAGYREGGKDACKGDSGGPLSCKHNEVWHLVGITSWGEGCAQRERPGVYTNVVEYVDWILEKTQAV
PKA kinase inh – blocks human protein kinase A activity. P17612. inhibition, % at 6 µM. PKA Kemptide phosphorylation, Kinase-Glo ATP luminescence. 65,000 compounds, 0.1% hits;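 active means inhibition above the screen-wide mean inhibition plus 3 SD, cut at about 21% in these data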; further: many of its hits are not listed in these tables
CatS block – blocks human cathepsin S protease activity; P25774; recombinant cathepsin S, AMC dipeptide fluorescence, pooled mixtures; inhibition, %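 (tested at 5 µM per compound within 10-compound mixtures)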; 62,000 compounds, 0.06% hits; in the data active means inhibition above about 32%, passing the limit was not always enough;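 further: 0% = enzyme without compound and 100% = blank without enzyme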
Target sequence (P25774 115-331 limits assumed): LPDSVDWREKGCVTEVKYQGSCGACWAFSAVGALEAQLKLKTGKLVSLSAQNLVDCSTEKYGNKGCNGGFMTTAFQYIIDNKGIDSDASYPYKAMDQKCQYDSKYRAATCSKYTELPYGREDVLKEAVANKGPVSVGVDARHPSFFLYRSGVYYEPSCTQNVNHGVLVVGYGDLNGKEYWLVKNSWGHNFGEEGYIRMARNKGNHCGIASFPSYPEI
C1s block – human complement C1s inhibition. P09871. purified C1s, fluorogenic AMC substrate, pooled mixtures. mean inhibition % of two 10-compound mixtures (stronger effect = higher value), % at 5 µM (by protocol). 62,000 compounds, 0.16% hits;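 active means inhibition above 20% in each of the two 10-compound mixture wells holding the compound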;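 further: 0% = enzyme wells lacking compound mixture and 100% = no-enzyme blank wells; some compounds called inactive have numbers as strong as hits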
ROCK2 blocker – ROCK2 (human) kinase inhibition | purified ROCK2, Kinase-Glo ATP depletion luminescence | 60,000 compounds, 0.35% hits | inhibition, % at 6 µM | O75116 | AID 604;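 active means inhibition above the screen-wide mean inhibition plus 3 SD, cut at about 18% in these data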;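 further: plate controls were DMSO wells for no effect and Y-27632 control wells after no-enzyme background subtraction for full effect; many of its hits are not listed in these tables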
CatL inh – blocks human cathepsin L protease activity | P07711 | purified cathepsin L, fluorogenic substrate, fluorescence | inhibition, %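 (tested at 10 µM)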 | 58,000 compounds, 0.17% hits; in the data active means inhibition above about 45%;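 further: 0% = enzyme with no compound and 100% = no enzyme blank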
FXIIa inh mix – factor XIIa (human) inhibition, mixture screen; purified FXIIa, fluorogenic substrate, pooled mixtures; 62,000 compounds, 0.2% hits; P00748; inhibition, % at 5 µM;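 further: 0% = enzyme without compound and 100% = no enzyme blank; some results filed as inactive read as strong as hits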
CatG inh – cathepsin G (human) inhibition. purified enzyme, AMC-tetrapeptide fluorescence, pooled mixtures. inhibition, % at 5 µM (by protocol). 62,000 compounds, 0.2% hits. AID 581;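 active means inhibition above 20% in each of the two mixture wells holding the compound; inactive means inhibition of 20% or less in either well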;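 further: 0% = enzyme control without mixture and 100% = blank lacking enzyme; strong numbers were not always called active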
Target sequence (P08311 21-244 limits assumed): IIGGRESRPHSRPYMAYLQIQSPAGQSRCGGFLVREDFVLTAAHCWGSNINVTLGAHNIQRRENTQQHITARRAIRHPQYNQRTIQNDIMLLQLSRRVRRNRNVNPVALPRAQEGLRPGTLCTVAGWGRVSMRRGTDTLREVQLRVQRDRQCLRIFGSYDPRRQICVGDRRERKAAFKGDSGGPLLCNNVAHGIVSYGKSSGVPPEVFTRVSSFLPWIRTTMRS
JNK3 blocker – inhibitors of human JNK3 kinase | inhibition, % at 8 µM | purified JNK3 kinase activity, HTS | P53779 | 60,000 compounds, 0.61% hits | AID 746; in the data active means inhibition above about 17%;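 further: 0% = DMSO and 100% = reference inhibitor; many of its hits are not listed in these tables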
* marks the source's active call; other numbers are inactive results; . = not tested or not shown. Unless noted, no stated cut-off is given here; in the data, active means inhibition above about 20% (passing the limit was not always enough); inactive means the rest.

FXIa mix inh | PKA kinase inh | CatS block | C1s block | ROCK2 blocker | CatL inh | FXIIa inh mix | CatG inh | JNK3 blocker | mol
-1 | 11 | -3 | 3 | 9 | 7 | 3 | 8 | -6 | CCn1c(NCc2cccs2)nc2ccccc21
15 | 10 | 0 | -4 | -1 | 12 | -4 | -5 | 3 | CC(=O)c1ccc(OCC(O)CN2CCC(C)CC2)cc1 (centres undefined)
9 | 3 | 11 | 6 | 6 | 1 | 1 | 5 | 10 | Cc1oc(-c2ccccc2)cc1C(N)=O
-10 | 7 | 18 | -34 | -2 | 2 | 0 | -20 | -5 | CC(C)Oc1c(Cl)cc(CNC(C)(C)CO)cc1Cl
3 | -4 | -4 | 11 | 1 | . | -12 | 10 | 4 | Cc1ccccc1C(=O)N1CCN(c2nc(N3CCOCC3)nc(N3CCOCC3)n2)CC1
-4 | 2 | -3 | -30 | 1 | . | 9 | -21 | 4 | O=C(CCc1ccc(S(=O)(=O)N2CCOCC2)cc1)Nc1cc(Cl)ccc1N1CCOCC1
2 | 10 | 0 | 10 | 6 | -31 | 0 | 11 | -2 | Cc1ccc2oc(-c3ccc(NC(=O)c4ccc5c(c4)OCO5)cc3)nc2c1
-1 | 9 | -4 | -1 | 4 | 8 | 12 | 0 | 4 | O=C(NCCCN1CCN(Cc2ccccc2Cl)CC1)Nc1ccccc1
4 | 0 | 13 | 16 | 3 | 18 | 5 | 8 | 8 | c1cncc(-c2nc(NCc3ccco3)c3ccccc3n2)c1
-1 | 8 | 12 | -1 | 2 | -6 | 6 | 2 | -9 | COc1ccc2nc(C)cc(Nc3ccc(N4CCOCC4)cc3)c2c1
-2 | -6 | 0 | 8 | 0 | -7 | 5 | 1 | -1 | Cc1ccc(NC(=O)COC(=O)C2CC2C)c(S(=O)(=O)N2CCCCC2)c1 (centres undefined)
2 | 3 | -9 | 0 | 5 | 2 | 1 | -3 | 1 | Cn1cc(C(=O)NC2CCCCC2)c(=O)c2cc(S(=O)(=O)N3CCCC3)ccc21
15 | 5 | 8 | 9 | 4 | 13 | 3 | 8 | 2 | O=C(NC(Cc1ccc(F)cc1)C(=O)O)c1ccccc1 (centres undefined)
-18 | 9 | -19 | -38 | 0 | -354 | 8 | 1 | 3 | Cn1c(=O)c2ncn(CC(=O)Nc3ccc4oc(-c5cccc6ccccc56)nc4c3)c2n(C)c1=O
4 | 5 | -4 | 1 | -2 | -8 | 2 | -3 | -8 | COc1ccccc1NC(=O)CSc1nnc(Cc2ccccc2)o1
1 | -2 | -5 | -50 | -2 | -3 | 0 | -1 | -3 | CCOC(=O)C1CCN(Cc2ccccc2C(F)(F)F)CC1
7 | 5 | 7 | 15 | 2 | 22 | -21 | 14 | -4 | CCOC(=O)c1ccc(N2C(=O)C3ON(c4ccccc4)C(c4ccco4)C3C2=O)cc1 (centres undefined)
6 | -2 | 22 | -5 | 5 | 3 | 15 | 2 | -9 | C[C@H](NC(=O)NCCc1ccccc1)C(=O)O
-3 | 10 | 7 | -35 | 6 | . | -9 | 0 | -1 | COCCOC(=O)C1=C(C)NC2=C(C(=O)CCC2)C1c1cc2c(cc1Br)OCO2 (centres undefined)
4 | -1 | 7 | -23 | -1 | -1 | 4 | 2 | 0 | O=C(Nc1ccc(S(=O)(=O)N2CCOCC2)cc1)c1cccs1
-6 | 8 | -5 | -42 | 3 | 1 | 3 | 1 | -10 | CCOC(=O)C1C(C)=CC(=O)CC1c1ccco1 (centres undefined)
6 | 4 | -9 | -70 | . | 0 | 6 | 3 | . | CCOc1ccc2c(c1)sc(=NC(=O)C1CC1)n2C
-7 | . | -11 | -33 | . | . | 1 | -2 | . | Cc1oc2cc(O)ccc2c(=O)c1Oc1ccccc1
5 | 2 | 2 | 25 | 2 | 6 | 6 | 10 | 1 | COc1ccc(CCNC(=O)c2c(-c3ccccc3)noc2C)cc1OC
9 | -8 | -4 | 17 | -8 | . | 0 | 11 | -2 | CCOC(=O)Cc1csc(NC(=O)c2c(-c3ccccc3)noc2C)n1
2 | -8 | 6 | 6 | -4 | 16 | 6 | -1 | -7 | O=C(O)C1C(c2ccccc2)C(C(=O)OCc2ccco2)C1c1ccccc1 (centres undefined)
. | -4 | . | . | 2 | -7 | . | . | -5 | Cc1ccc(N(CN2C(=O)NC(C)(C)C2=O)CN2C(=O)NC(C)(C)C2=O)cc1
8 | 0 | 14 | 41 | 0 | 1 | 6 | 11 | 4 | O=C(NCC1CCCO1)c1cc(-c2ccncc2)nc2ccc(S(=O)(=O)N3CCOCC3)cc12 (centres undefined)
-3 | 0 | -1 | -4 | 4 | . | 5 | 8 | 0 | CCCCNC(=O)CC1C(=O)N(Cc2ccccc2)C(C)c2nc3ccccc3n21 (centres undefined)
9 | 0 | 0 | 1 | -3 | 3 | -14 | 0 | -4 | COc1ccc(NC(=O)CN2CCN(c3ccccc3F)CC2)cc1
8 | 7 | 0 | 3 | 2 | . | 3 | 0 | 9 | O=C(NCCCN1CCN(c2ccccc2F)CC1)C1CCCN(S(=O)(=O)c2cnc[nH]2)C1 (centres undefined)
0 | 5 | -4 | -22 | 2 | -9 | 2 | -3 | -2 | COC(=O)[C@@H](NC(=O)Nc1ccc(OC)cc1)C(C)C
. | 4 | . | . | 8 | -3 | . | . | 7 | c1ccc(OCc2nn3c(-c4cccnc4)nnc3s2)cc1
6 | 4 | 1 | 7 | 1 | -2 | 3 | 7 | 4 | c1ccc(OCc2nnc3sc(-c4cccs4)nn23)cc1
5 | -1 | 11 | 17 | . | 7 | 3 | 11 | . | COc1ccccc1Oc1ccccc1C(=O)O
2 | 7 | 10 | -13 | 6 | 2 | -18 | -2 | 2 | CC1Cc2ccccc2N1S(=O)(=O)c1cccc(C(=O)NC2CC2)c1 (centres undefined)
0 | 11 | -13 | -11 | . | 8 | 8 | 0 | . | CC(C)CC(NC(=O)C1CCCCC1)C(=O)NCc1ccccn1 (centres undefined)
2 | 5 | 6 | -12 | 4 | -20 | 2 | -1 | -3 | Cn1nc(-c2ccc(Cl)cc2)c2cc(C(=O)NCCCN3CCCC3)sc21
8 | 3 | 46 | 2 | 0 | 17 | 1 | 14 | 5 | CCC1c2ccc(C)n2CCN1C(=O)Nc1cc(Cl)ccc1OC (centres undefined)
4 | -4 | -1 | 1 | 2 | 30 | 11 | 7 | 3 | CCCCNc1nc2ccccc2n1CC(=O)N1CCc2ccccc2C1

Another view of part of the listing above:
| Molecule | FXIa mix inh | PKA kinase inh | CatS block | C1s block | ROCK2 blocker | CatL inh | FXIIa inh mix | CatG inh | JNK3 blocker |
| --- | --- | --- | --- | --- | --- | --- | --- | --- | --- |
| COC(=O)[C@@H](NC(=O)Nc1ccc(OC)cc1)C(C)C | 0 | 5 | -4 | -22 | 2 | -9 | 2 | -3 | -2 |
| c1ccc(OCc2nn3c(-c4cccnc4)nnc3s2)cc1 | . | 4 | . | . | 8 | -3 | . | . | 7 |
| c1ccc(OCc2nnc3sc(-c4cccs4)nn23)cc1 | 6 | 4 | 1 | 7 | 1 | -2 | 3 | 7 | 4 |

Next section
FXIa mix inh | PKA kinase inh | CatS block | C1s block | ROCK2 blocker | CatL inh | FXIIa inh mix | CatG inh | JNK3 blocker | mol
1 | 1 | -3 | 13 | 3 | 2 | 1 | 11 | 1 | N#Cc1c(NC(=O)CN2CCOCC2)oc(-c2ccccc2)c1-c1ccccc1
6 | -2 | 8 | -4 | -1 | -1 | 9 | 2 | -8 | Nc1nc(-c2ccc3c(c2)OCCO3)cs1
4 | 7 | 1 | 13 | 2 | 11 | 14 | 12 | 2 | CCOc1ccc(-c2ncncc2-c2ccc(OC)cc2)c(O)c1
2 | -1 | 5 | -2 | . | 13 | -4 | -1 | . | COCCN(C(=O)c1csnn1)C(C(=O)NC1CCCCC1)c1sccc1C (centres undefined)
4 | 5 | 20 | -6 | -1 | 21 | -3 | -7 | -3 | O=C(CN1CCOc2ccccc21)NCc1ccco1
3 | 1 | 11 | -5 | 2 | 5 | 2 | -3 | 7 | COc1ccccc1CNC(=O)CCNC(=O)Cn1cnc2ccccc2c1=O
3 | 5 | -4 | -6 | 7 | -9 | 7 | 6 | -3 | COc1ccc(N(CC(=O)NC2CCCC2)C(=O)c2ccc(N3CCCCC3)nc2)cc1
4 | 8 | -5 | 13 | 8 | 11 | 3 | 15 | -6 | Cc1cccc(C)c1Nc1nnc(SCC(=O)NCc2ccco2)s1
6 | 13 | -4 | 0 | 3 | -4 | -15 | 7 | 1 | CC[n+]1ccc(C)c2cc(S(=O)C(F)(F)F)ccc21 (centres undefined)
-1 | 8 | -7 | -45 | 7 | 1 | 6 | -10 | 2 | CC(C(=O)O)N1C(=O)c2cccc3cccc1c23 (centres undefined)
3 | 1 | 2 | -11 | . | -4 | -1 | -1 | . | Cc1cc(F)ccc1S(=O)(=O)Nc1ccccc1C(=O)Nc1ncn[nH]1
4 | 7 | 13 | 1 | 4 | 6 | 4 | 10 | -2 | CC(C)(C)C(=O)COC(=O)c1cccc(NC(=O)c2ccco2)c1
8 | -3 | -5 | -32 | -1 | -7 | 10 | -1 | 7 | O=C(CCc1nc2ccccc2c(=O)[nH]1)N1CCN(C/C=C/c2ccccc2)CC1
4 | 2 | 2 | -19 | . | . | -7 | 6 | . | O=C1OC(Nc2nc3ccccc3s2)c2ccccc21 (centres undefined)
11 | -6 | 10 | -7 | -2 | 10 | 12 | 2 | 2 | CCCn1c2c(c(O)c(C(=O)Nc3ccc(OCC)cc3)c1=O)CCCC2
2 | 4 | -7 | 13 | 4 | 16 | 2 | 9 | 1 | CN1CCNC(=O)C1CC(=O)O (centres undefined)
-2 | 9 | 6 | -26 | 7 | . | -5 | -3 | 0 | O=C(OCCN1C(=O)c2ccccc2C1=O)c1cccs1
-11 | -1 | -8 | -58 | 0 | 2 | 5 | 1 | 4 | Cc1nnc(NC(=O)c2sc3ccccc3c2Cl)s1
3 | 11 | 9 | 3 | 8 | 8 | 2 | 3 | -2 | CCCCc1ccc(NC(=O)N[C@H](C(=O)O)C(C)CC)cc1 (some centres undefined)
-1 | -4 | -5 | -64 | 0 | 8 | 10 | 0 | -2 | CCN(CC)S(=O)(=O)c1cccc(-c2nnc(SCC(=O)NCCC3=CCCCC3)n2N)c1
3 | 1 | 0 | 3 | 2 | 0 | 14 | 10 | -2 | Cn1c(=O)n(C)c2cc(NC(=O)C(F)(F)F)ccc21
6 | 0 | 2 | -17 | 5 | 14 | 8 | -13 | -3 | O=C(CCCN1CC=C(n2c(=O)[nH]c3ccccc32)CC1)c1ccc(F)cc1
18 | -4 | 9 | 16 | 4 | 3 | 7 | 8 | 9 | Cn1c(NC(=O)c2cccc(C(F)(F)F)c2)cc(=O)n(C)c1=O
8 | 2 | 4 | -2 | . | . | 0 | 10 | . | Cc1ccc(CNC(=O)c2cn(C3CCCCC3)c(=O)c3c2c2ccccc2n3C)o1
-16 | -7 | -24 | -128 | -2 | -14 | 4 | -23 | -2 | O=C(CS(=O)(=O)c1cn(Cc2ccc(Cl)cc2)c2ccccc12)N1CCOCC1
-19 | 2 | -21 | -53 | 3 | -2 | 10 | -12 | -3 | N#CC(C(=O)NC1CCCCC1)c1nc2ccccc2nc1N1CCCCC1 (centres undefined)
-9 | 7 | -2 | -12 | 9 | -9 | 15 | -12 | -3 | Cc1ccc(Cl)cc1N1CCN(C(=O)c2cn(C)c(=O)c3c2c2ccccc2n3C)CC1
9 | 9 | -5 | 10 | 0 | 5 | -1 | 8 | 3 | CCC(=O)Nc1ccccc1C(=O)N1CCN(Cc2ccccc2)CC1
1 | 3 | 10 | 12 | 5 | 14 | 4 | 9 | -2 | O=C(CCCN1C(=O)CSc2ncccc21)N1CCN(Cc2ccccc2)CC1
1 | 4 | 14 | -15 | . | 1 | -2 | -2 | . | Cn1c(NCc2cc(Br)ccc2O)nc2ccccc21
8 | -1 | 9 | 6 | 1 | -1 | 3 | 0 | -13 | CCCNS(=O)(=O)c1ccc(NC(=O)c2ccccn2)cc1

Bioassay records as filed in PubChem.
